# Mdm2 MdmX PPI: human Mdm2/MdmX binding inhibition | O15151+Q00987 | SaOS-2 split-luciferase Mdm2/MdmX complementation, luminescence | inhibition, % at 8 µM | actives 3% (n = 330,000) | AID 485346;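 active = inhibition of at least 50% at 8 µM in the primary screen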
# Target sequence (O15151 whole entry, looked up): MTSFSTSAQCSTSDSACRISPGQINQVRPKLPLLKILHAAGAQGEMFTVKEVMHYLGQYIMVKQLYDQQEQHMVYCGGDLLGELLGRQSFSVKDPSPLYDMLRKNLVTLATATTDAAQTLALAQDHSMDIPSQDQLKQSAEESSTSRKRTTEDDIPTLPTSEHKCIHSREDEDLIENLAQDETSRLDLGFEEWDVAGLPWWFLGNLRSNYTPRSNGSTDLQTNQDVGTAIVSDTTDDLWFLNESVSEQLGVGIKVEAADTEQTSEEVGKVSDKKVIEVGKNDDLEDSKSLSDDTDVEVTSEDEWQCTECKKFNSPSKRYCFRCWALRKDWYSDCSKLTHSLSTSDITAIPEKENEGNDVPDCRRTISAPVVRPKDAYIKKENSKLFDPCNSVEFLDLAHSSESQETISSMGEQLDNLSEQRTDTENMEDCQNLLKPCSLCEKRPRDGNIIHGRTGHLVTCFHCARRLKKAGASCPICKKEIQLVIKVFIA
# Target sequence (Q00987 whole entry, looked up): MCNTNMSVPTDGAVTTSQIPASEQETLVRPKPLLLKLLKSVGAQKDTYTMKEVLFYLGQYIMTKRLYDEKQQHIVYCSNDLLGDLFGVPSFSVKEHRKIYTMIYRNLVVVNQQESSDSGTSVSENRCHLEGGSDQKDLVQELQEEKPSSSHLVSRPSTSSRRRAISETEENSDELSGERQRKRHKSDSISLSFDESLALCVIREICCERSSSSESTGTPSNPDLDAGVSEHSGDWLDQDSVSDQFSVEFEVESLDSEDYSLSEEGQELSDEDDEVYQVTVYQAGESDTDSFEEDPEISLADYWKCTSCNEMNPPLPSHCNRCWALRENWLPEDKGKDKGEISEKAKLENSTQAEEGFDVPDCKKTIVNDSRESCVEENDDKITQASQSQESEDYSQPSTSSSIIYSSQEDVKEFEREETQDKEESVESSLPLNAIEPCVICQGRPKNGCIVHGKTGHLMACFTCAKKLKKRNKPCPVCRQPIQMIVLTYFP
# APJ ag: activates the human apelin receptor APJ. P35414. CHO-K1 APJ PathHunter beta-arrestin, luminescence; 0% DMSO wells, 100% apelin. activation, % at 20 µM. actives 0.11% (n = 330,000). AID 2520;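 active = activation more than six SD over the plate average, tested at 20 µM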;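 note: 0% = DMSO alone and 100% = apelin-13 at 10 nM; some results filed as inactive read as strong as hits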
#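 Assay system: engineered CHO-K1 APJ arrestin reporter cells; Amount: 1000 CHO-K1 reporter cells seeded per well; Dosing: one dose, 20 µM compound, 1% DMSO; Times: compound stimulation 90 min at 25 °C, detection 60 min; Measured by: luminescent beta-gal fragment complementation, chemiluminescent substrate; Read-out: APJ–arrestin association signal; Controls: DMSO vs Apelin-13 10 nM.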
# XBP1 UPR activ: activators of adaptive arm of unfolded protein response (XBP1) | CHO-XBP1 luciferase reporter, IRE1-XBP1 UPR activation, luminescence; percent of tunicamycin response, DMSO as zero | activation, % at 20 µM | actives 0.33% (n = 330,000) | AID 463104;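 active = versus positive control, 20 µM dose yields 30% or more activation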;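 note: 100% = tunicamycin at 10 µg/mL and 0% = DMSO only wells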
#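 Signal: luciferase luminescence; Assay system: CHO-XBP1 luciferase reporter cells; Amount: one thousand reporter cells per well; Dosing: 20 µM single concentration, DMSO 1%; Benchmarks: high control tunicamycin 10 µg/mL final, low control DMSO vehicle only; Schedule: 6 h compound exposure at 37 °C, 5% CO2; Evaluation: percent activation relative to tunicamycin reference.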
# 697 NFkB inh: inhibitors of the PMA/ionomycin-induced NF-kB reporter in 697 B cells; inhibition, % at 4 µM; AID 435022; 697 B-cell NF-kB luciferase reporter, 16 h; actives 0.33% (n = 330,000); in the data active = inhibition above about 35%
# tim23-1 inh: growth inhibitors of tim23-1 mutant yeast; S. cerevisiae tim23-1 growth, BacTiter-Glo luminescence, 24 h; inhibition, % at 20 µM; actives 1.3% (n = 330,000);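 active = growth inhibition of the mutant yeast at or above 50%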;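 note: temperature-sensitive mutant grown at 25 °C; plate controls were DMSO-treated mutant yeast for no effect and medium wells lacking yeast for full effect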
# APJ antag: blocks the human apelin receptor APJ; CHO-K1 APJ beta-arrestin complementation, luminescence; AID 2521; actives 0.32% (n = 330,000); inhibition, % at 20 µM; P35414;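 active = inhibition above about 40% at 20 µM, limit read from the data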;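 note: cells challenged with 10 nM apelin-13 agonist together with compound; plate controls were apelin-13 plus DMSO wells for no effect and DMSO wells lacking apelin-13 for full effect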
# UPR CHOP act: apoptotic UPR (CHOP) activation; CHO-CHOP luciferase reporter, luminescence; percent of tunicamycin response over DMSO baseline; activation, % at 10 µM; actives 0.34% (n = 330,000); AID 449763;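 active = at 10 µM dose, activation of 40% or more, normalized to positive control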;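 note: 100% = tunicamycin at 10 µg/mL and 0% = DMSO alone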
#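 measured by = luciferase luminescence | assay system = CHO-CHOP cells, stable luciferase reporter of PERK-eIF2a-CHOP signalling | amount = 500 reporter cells seeded per well | timing = 6 h compound exposure at 37 °C after overnight seeding | controls = positive tunicamycin 10 µg/mL, negative DMSO alone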
# Jurkat NFkB inh: lowers PMA/ionomycin-induced NF-kB signal in Jurkat cells. actives 0.53% (n = 330,000). PMA/ionomycin-induced NF-kB luciferase reporter, luminescence. AID 435003. inhibition, % at 4 µM; in the data active = inhibition above about 50%
# * marks the source's active call; other numbers are inactive results.
SMILES,Mdm2 MdmX PPI,APJ ag,XBP1 UPR activ,697 NFkB inh,tim23-1 inh,APJ antag,UPR CHOP act,Jurkat NFkB inh
CCCC(=O)N(CCN1CCOCC1)c1nc2c(OC)ccc(OC)c2s1,-1,0,-3,6,5,0,2.0,-14
OCC(CO)(CO)n1cnnn1,-5,1,-1,-8,12,7,0.0,4
CCOc1ccc(CN(C)C(=O)CN2C(=O)NC(c3ccccc3)(c3ccccc3)C2=O)cc1,13,-4,-3,10,-4,-9,0.1,7
CCOC(=O)[C@@H]1[C@H]2COc3cc(OC)ccc3[C@H]2N2C(=O)N(c3ccc(C(F)(F)F)cc3)C(=O)[C@]12C,91*,1,3,-16,84*,11,-1.6,7
CCCCOc1cccc(OCC(=O)Nc2nc3ccccc3[nH]2)c1,20,-4,1,19,-1,5,1.8,-11
CCOC(=O)C1CCCN(C(=O)c2ccc(CS(=O)(=O)Cc3ccccc3C)o2)C1 (centres undefined),-4,-2,1,2,8,-6,0.1,6
CCOC(=O)c1c(C)[nH]c(C(=O)COC(=O)C2=NNC(=O)CC2)c1C,-18,0,-3,24,7,0,1.7,12
C=CC[C@@H](CC(=O)N(CCO)Cc1ccccc1)C(=O)N[C@H](COC(=O)[C@@H](CC=C)CC(=O)OC(C)(C)C)Cc1ccccc1,43,-5,2,14,21,10,4.0,-1
CCC(Sc1nccn1C)C(=O)Nc1cccc2ccccc12 (centres undefined),8,-2,-3,8,2,20,-0.2,-3
CCOC(=O)CC(NC(=O)c1cc2cccc(OC)c2oc1=O)c1ccc(OC)cc1 (centres undefined),-25,-4,1,-52,31,-7,3.7,-3
CCN(CC)CCN(C(=O)c1ccc2c(c1)OCCO2)c1nc2ccc(C)cc2s1,0,-4,-1,10,15,18,1.7,0
N=c1c2c3c(sc2ncn1CCN1CCOCC1)CCCC3,28,4,2,-1,11,12,-0.4,-6
COc1ccc(S(=O)(=O)Nc2cccc(-n3cnnn3)c2)cc1OC,0,5,-1,-4,12,1,1.1,14
Cc1ccc(NC(=O)Cn2c(=O)oc3ccccc32)cc1C,22,-3,-5,6,-5,-2,0.0,15
O=CN1CC(=O)N(c2ccccc2)c2c([nH]c3ccccc23)C1,18,-2,3,-2,10,22,0.5,-6
COc1ccc(Cn2c(C3CC3)nc3ccc(NC(=O)C4CC4)cc3c2=O)cc1,-310,-18,4,-290,16,6,6.5,-161
Nc1c(Cl)ncnc1NCCc1ccc(O)cc1,1,2,1,-38,13,-9,0.9,44
O=C(CN1CCCC1=O)NC1CCCc2c1cnn2-c1cc(F)cc(F)c1 (centres undefined),-15,10,4,-7,13,1,1.8,13
CCOc1cccc2sc(N(CCN(C)C)C(=O)c3ccc4ccccc4c3)nc12,29,-5,-5,-6,29,15,1.9,6
CC(Oc1ccccc1F)C(=O)NNC(=O)C1CC(=O)N(c2ccc3c(c2)OCCO3)C1 (centres undefined),6,0,-4,11,9,8,1.5,14
CCN1C(=O)/C(=C\N2CCN(c3cccc(Cl)c3)CC2)SC1=S,64*,-1,-1,8,-6,10,-1.0,-9
Cc1onc(-c2c(Cl)cccc2Cl)c1C(=O)Nc1nc(C(C)(C)C)cs1,40,-5,-2,-29,15,-14,-2.8,9
COCCN1C(=O)C(=O)/C(=C(/O)c2ccc(S(=O)(=O)N3CCOCC3)cc2)C1c1cccc(Cl)c1 (centres undefined),-7,-4,-2,-5,19,22,-1.4,2
Cc1nc2nc(SCC(=O)NCc3ccco3)nn2c(C)c1Cc1ccccc1,21,-4,-1,0,7,-10,-0.4,-9
CC(C)OC(=O)CSc1n[nH]c(-c2cccnc2)n1,14,-5,2,-2,3,16,-1.0,4
CC(C)CC(=O)Nc1ccc(N2CCN(C(=O)c3cccs3)CC2)cc1,15,-2,-4,15,23,-5,0.5,-5
O=C(CSc1ccc(Cl)cc1)N1CCCC1,-1,-2,3,1,17,12,2.4,-10
CCOC(=O)CSCC(=O)Nc1c(C(=O)C2CC2)oc2ccccc12,8,-3,6,18,27,12,0.6,16
CCOc1ccc(/C=N/n2c(SC)nnc2-c2ccccc2)cc1OCC,1,-5,2,-5,19,11,3.3,0
COc1ccc(CNC(=O)C2CSC(=O)C2)cc1 (centres undefined),-24,-2,-4,13,6,14,-0.4,6
CCOC(=O)C1=C(N)N2C(=O)CSC2=C(C(=O)OC)C1,-1,-4,-2,11,9,10,-3.7,7
CCc1nnc(NS(=O)(=O)c2ccc(N/C=C/C(=O)c3ccc(C)cc3)cc2)s1,-4,-1,2,-46,13,-9,-1.0,-6
COc1ccc(C(=O)COC(=O)c2cc([N+](=O)[O-])ccc2N2CCOCC2)c(OC)c1,-24,1,4,15,-44,13,1.6,2
CCCCCOCC(O)CCC(=O)NN (centres undefined),11,-2,34*,13,4,5,-2.3,-22
CCCCCCCN1C(Nc2ccccc2)=NC[C@@H]1C,16,-5,0,-9,7,9,-0.9,14
CC(=O)c1cccc(NC(=O)CN2C(=O)COc3ccc(Cl)cc32)c1,-16,-4,2,-8,11,-4,4.6,4
CSc1nc(C(=O)N2CCCC(C(=O)c3ccc(Cl)cc3)C2)cs1 (centres undefined),19,-3,0,-16,-1,-34,1.5,-14
O=C(CSC1=NCCS1)N1CCOCC1,15,-1,-4,11,12,-24,-2.3,-11
C=CCc1ccc(OCCOCCOc2cccc3ccc(C)nc23)c(OC)c1,-3,2,0,-20,39,-7,-1.1,-2
Cc1ccc(C)c(S(=O)(=O)N2CCN(C(=O)c3ccnn3C)CC2)c1,14,8,-5,11,6,15,-0.7,-3

# 14 compounds already listed, arranged by length of the SMILES, ascending.
SMILES,Mdm2 MdmX PPI,APJ ag,XBP1 UPR activ,697 NFkB inh,tim23-1 inh,APJ antag,UPR CHOP act,Jurkat NFkB inh
CCCCCOCC(O)CCC(=O)NN (centres undefined),11,-2,34*,13,4,5,-2.3,-22
O=C(CSC1=NCCS1)N1CCOCC1,15,-1,-4,11,12,-24,-2.3,-11
O=C(CSc1ccc(Cl)cc1)N1CCCC1,-1,-2,3,1,17,12,2.4,-10
COc1ccc(CNC(=O)C2CSC(=O)C2)cc1 (centres undefined),-24,-2,-4,13,6,14,-0.4,6
CCCCCCCN1C(Nc2ccccc2)=NC[C@@H]1C,16,-5,0,-9,7,9,-0.9,14
CCOC(=O)C1=C(N)N2C(=O)CSC2=C(C(=O)OC)C1,-1,-4,-2,11,9,10,-3.7,7
CCOc1ccc(/C=N/n2c(SC)nnc2-c2ccccc2)cc1OCC,1,-5,2,-5,19,11,3.3,0
C=CCc1ccc(OCCOCCOc2cccc3ccc(C)nc23)c(OC)c1,-3,2,0,-20,39,-7,-1.1,-2
CCN1C(=O)/C(=C\N2CCN(c3cccc(Cl)c3)CC2)SC1=S,64*,-1,-1,8,-6,10,-1.0,-9
CC(C)CC(=O)Nc1ccc(N2CCN(C(=O)c3cccs3)CC2)cc1,15,-2,-4,15,23,-5,0.5,-5
Cc1ccc(C)c(S(=O)(=O)N2CCN(C(=O)c3ccnn3C)CC2)c1,14,8,-5,11,6,15,-0.7,-3
CCc1nnc(NS(=O)(=O)c2ccc(N/C=C/C(=O)c3ccc(C)cc3)cc2)s1,-4,-1,2,-46,13,-9,-1.0,-6
COc1ccc(C(=O)COC(=O)c2cc([N+](=O)[O-])ccc2N2CCOCC2)c(OC)c1,-24,1,4,15,-44,13,1.6,2
COCCN1C(=O)C(=O)/C(=C(/O)c2ccc(S(=O)(=O)N3CCOCC3)cc2)C1c1cccc(Cl)c1 (centres undefined),-7,-4,-2,-5,19,22,-1.4,2

# (more compounds)
SMILES,Mdm2 MdmX PPI,APJ ag,XBP1 UPR activ,697 NFkB inh,tim23-1 inh,APJ antag,UPR CHOP act,Jurkat NFkB inh
CC1CCCC(NC(=O)CCS(=O)(=O)c2cc3c(cc2Cl)NC(=O)CO3)C1C (centres undefined),-4,-2,-3,16,6,-3,0.4,-2
COc1ccc(Cc2nc3ccccc3[nH]2)cc1OC,-8,-2,-2,-11,9,3,-1.6,-5
COc1ccc(-c2nnc3sc(COc4ccc(C)cc4)nn23)cc1,-18,4,2,-4,9,22,-1.8,3
O=C(N/C(=C\c1ccc(Br)cc1)C(=O)N1CCOCC1)c1ccco1,-1,0,-2,15,1,9,0.6,4
COc1ccc(OC)c(S(=O)(=O)NCCC(C)C)c1,22,-4,-3,-11,21,-3,1.2,-29
Cc1c(Br)c([N+](=O)[O-])nn1CC(=O)Nc1ccc(CC#N)cc1,25,-2,-3,7,10,15,2.3,-5
CCn1c(=O)c(C(=O)Nc2ccccc2F)c(O)c2ccccc21,20,1,-2,-34,8,5,0.9,-8
Nc1n[nH]c(N)c1N=Nc1ccccc1F,10,-5,3,16,-8,16,1.9,-4
O=S(=O)(c1ccccc1)N(C1=NCCS1)S(=O)(=O)c1ccccc1,7,0,2,25,-1,7,-2.9,13
CCOc1ccc(-c2nc(-c3cccnc3)no2)cc1OCC,-24,-2,3,-35,10,10,1.9,-10
CNC(=S)N/N=C/c1c(C(=O)OC)cnn1-c1ccc(F)cc1F,-16,-2,0,-32,9,0,1.1,2
CC(C)(C)C(=O)N1CCC(O)(CS(=O)(=O)Cc2ccc(Cl)cc2)CC1,-18,-1,3,5,3,-4,0.6,4
NS(=O)(=O)c1cccc(NC(=O)COc2ncnc3c2cnn3-c2ccccc2)c1,24,0,-1,20,10,-4,1.6,6
CC(C)NC(=O)/C(C#N)=C\c1ccc(N(C)C)c(Br)c1,16,-1,-1,6,61*,10,0.7,21
Cc1ccc(NC(=O)c2ccc3c(c2)C(=O)N(CC2CCCO2)C3=O)cc1C (centres undefined),14,-3,-2,9,1,3,7.7,8
CC(=C\C(=O)O)/C(=C\c1cccc2ccccc12)C(=O)O,-6,-1,2,-21,9,14,0.0,-3
COc1ccc(OC)c(NC(=O)C2C3C=CC(C3)C2C(=O)NCc2ccccn2)c1 (centres undefined),-15,-3,0,16,-4,6,-2.0,2
O=C(Nc1ccc2c(c1)OCO2)Oc1ccccc1,-13,4,0,-21,-3,0,5.8,-14
O=C1c2ccccc2C(=O)N1CCOc1ccccc1Br,9,-10,-2,-40,25,6,18,9
Cc1cccc(OCC(=O)NCCNC(=O)c2ccncc2)c1,-50,1,-3,4,7,-3,-1.7,-4
O=S(=O)(c1ccc(Br)cc1)N1CCC2(CC1)OCCO2,16,-8,-4,-2,11,4,1.4,-2
CC1(C)CC(NS(=O)(=O)c2ccc(S(N)(=O)=O)cc2)CC(C)(C)N1,10,-3,-1,-7,6,-13,0.1,-4
COc1ccccc1CC(=O)NCCc1ccccc1,-10,0,-5,-6,9,12,2.3,-8

# High-throughput results from PubChem BioAssay.
